# PLC-beta3 inh: inhibitors of human phospholipase C beta3. Q01970. Purified PLC-beta3, fluorogenic substrate, fluorescence. AID 720704. inhibition, % at 12.2 µM. hit rate 0.18% among 370,000; in the data active means inhibition above about 11%;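 further: 0% = median of compound wells on plate and 100% = full blocker control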
# DDE Tn7 FP inh: disrupts Tn7 cyclic peptide binding to fibrin D-Dimer-E complex | inhibition, % at 8.3 µM | hit rate 0.13% among 370,000 | FP displacement of FITC-Tn7 peptide from fibrin DD(E); 0% = median of compound wells per plate;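 active means inhibition above the mean of compounds falling within the control limits plus 3 SD of them, cut at about 14% in these data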;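 further: 0% = plate median of compound wells and 100% = 10 µM Aha-Tn7 peptide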
#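 System: human fibrin DD(E); quantity: Fibrin-DD(E) at 2 µM final; also added: fluorescent Tn7 probe at 0.1 µM; compound dosing: single nominal test concentration of 8.3 µM per compound; schedule: 10 min preincubation, 3 h with tracer, room temperature; detection: fluorescence polarization of the labelled Tn7 tracer; repeats: one replicate per compound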
# ADAM17 inh: inhibitors of human ADAM17; recombinant ADAM17, EDANS/DABCYL FRET peptide cleavage; hit rate 0.83% among 370,000; AID 720648; P78536; inhibition, % at 6.95 µM;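 active means inhibition above the mean of compounds lying between control limits plus 3 SD, set per campaign, cut at about 8.5% in these data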;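 further: 0% = DMSO-only wells as the low control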
# Tn6 DDE FP: disrupts Tn6 cyclic peptide binding to fibrin D-Dimer-E complex. inhibition, % at 8.3 µM. P02675. hit rate 0.21% among 370,000. Fibrin DD(E) TRITC-Tn6 fluorescence polarization displacement;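 active means inhibition above a per-campaign cutoff: mean of compounds within control limits plus 3 SD, cut at about 15% in these data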;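 further: 0% = median of all compound wells on the plate and 100% = blocking peptide control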
# ASAP1 inh: ASAP1 ArfGAP inhibition; ASAP1-stimulated ARF1 GTP hydrolysis, GDP FP detection; inhibition, % at 16.5 µM; hit rate 0.19% among 360,000; AID 624377; in the data active means inhibition above about 25%;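 further: 0% = vehicle with enzyme and substrate and 100% = no enzyme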
# UHRF1 MBD2 ctr: human UHRF1 methylated DNA binding inhibitors; AID 687016; Q96T88; hit rate 0.75% among 370,000; inhibition, % at 4.4 µM; UHRF1 binding to methylated oligo, TR-FRET; in the data active means inhibition above about 21%;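 further: UHRF1 SRA domain binding a hemimethylated CpG hairpin DNA probe; 0% = median of test compound wells and 100% = reference inhibitor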
# MBD2 DNA inh: blocks human MBD2 binding to methylated DNA. Q9UBB5. AID 686964. TR-FRET, MBD2 binding to methylated oligonucleotide. inhibition, % at 4.4 µM. hit rate 0.31% among 370,000; in the data active means inhibition above about 13%
# KLK7 zymogen act: activates the human kallikrein-7 zymogen | P49862 | purified proKLK7, EDANS-DABCYL substrate fluorescence; 100% is mature enzyme control, 0% vehicle | activation, % at 7 µM | hit rate 0.9% among 370,000;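 active means activation above the mean of all tested compounds plus 3 SD, computed per campaign excluding outliers beyond control limits, cut at about 13% in these data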
# ARFGAP1 inhibitor: inhibits rat ARF GTPase activating protein 1; Q62848; hit rate 0.26% among 360,000; inhibition, % at 16.5 µM; Arfgap1-stimulated ARF1 GTP hydrolysis, GDP FP detection; AID 651572;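 active means inhibition above a per-plate limit, mean inhibition of low control wells plus 3 SD, cut at about 25% in these data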;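 further: 0% = DMSO wells with enzyme and 100% = wells lacking Arfgap1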
#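 System: truncated rat Arfgap1 GAP domain / Benchmarks: high control wells lacking Arfgap1, low control full reaction with DMSO / Times: compound-enzyme preincubation 20 min, reaction 120 min, detection 60 min, 25 °C / Repeats: one replicate per compound / Also added: human ARF1(Δ1-17)-GTP substrate / Measured by: Tracer-displacement fluorescence polarization with EDTA stop, 620/688 nm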
# PLC-gamma1 inh: blocks human PLC-gamma1 enzyme activity; hit rate 0.84% among 370,000; inhibition, % at 12.2 µM; purified PLC-gamma1, fluorogenic substrate, fluorescence; P19174; AID 720700; in the data active means inhibition above about 9.5%
# Target sequence (P19174 whole entry, looked up): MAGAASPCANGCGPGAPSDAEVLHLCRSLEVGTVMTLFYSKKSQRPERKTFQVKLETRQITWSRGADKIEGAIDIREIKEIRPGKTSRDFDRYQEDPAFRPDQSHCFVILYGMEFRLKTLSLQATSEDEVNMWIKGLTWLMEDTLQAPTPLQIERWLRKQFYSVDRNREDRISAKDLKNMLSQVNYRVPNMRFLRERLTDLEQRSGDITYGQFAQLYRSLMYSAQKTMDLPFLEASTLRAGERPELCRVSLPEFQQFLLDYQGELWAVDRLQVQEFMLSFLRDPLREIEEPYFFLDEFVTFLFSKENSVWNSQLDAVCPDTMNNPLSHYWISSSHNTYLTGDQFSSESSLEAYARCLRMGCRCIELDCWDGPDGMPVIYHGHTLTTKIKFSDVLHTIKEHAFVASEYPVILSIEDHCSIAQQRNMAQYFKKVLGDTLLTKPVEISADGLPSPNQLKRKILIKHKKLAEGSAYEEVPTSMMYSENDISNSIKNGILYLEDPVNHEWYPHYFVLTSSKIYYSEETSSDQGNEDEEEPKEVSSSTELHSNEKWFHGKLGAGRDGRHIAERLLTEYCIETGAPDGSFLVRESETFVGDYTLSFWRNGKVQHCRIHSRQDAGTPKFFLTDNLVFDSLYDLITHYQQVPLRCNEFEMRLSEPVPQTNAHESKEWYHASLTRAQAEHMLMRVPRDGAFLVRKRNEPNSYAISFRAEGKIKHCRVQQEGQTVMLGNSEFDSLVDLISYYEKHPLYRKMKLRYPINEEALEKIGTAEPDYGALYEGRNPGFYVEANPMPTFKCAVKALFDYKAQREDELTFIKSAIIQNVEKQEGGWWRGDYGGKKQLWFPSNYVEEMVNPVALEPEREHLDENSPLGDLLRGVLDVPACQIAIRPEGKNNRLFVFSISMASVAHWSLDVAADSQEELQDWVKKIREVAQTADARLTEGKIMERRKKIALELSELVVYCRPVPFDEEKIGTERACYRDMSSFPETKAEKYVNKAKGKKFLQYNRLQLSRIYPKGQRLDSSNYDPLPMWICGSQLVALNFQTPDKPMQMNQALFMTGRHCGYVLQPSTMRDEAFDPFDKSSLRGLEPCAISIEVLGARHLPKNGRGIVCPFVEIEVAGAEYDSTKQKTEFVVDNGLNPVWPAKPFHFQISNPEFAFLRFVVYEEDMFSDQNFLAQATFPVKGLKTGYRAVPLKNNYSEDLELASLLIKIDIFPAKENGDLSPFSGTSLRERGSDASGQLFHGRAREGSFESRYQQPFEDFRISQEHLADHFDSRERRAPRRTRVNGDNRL
# An asterisk follows results filed as active.
PLC-beta3 inh	DDE Tn7 FP inh	ADAM17 inh	Tn6 DDE FP	smiles	ASAP1 inh	UHRF1 MBD2 ctr	MBD2 DNA inh	KLK7 zymogen act	ARFGAP1 inhibitor	PLC-gamma1 inh
1	-3	-3	12	CC1CCCCC1NC(=O)/C(C#N)=C/c1ccc(OCC(N)=O)cc1 (configuration not stated)	-8	4	0	0.0	6	3
-5	-8	3	-1	Cc1nnsc1S(=O)(=O)c1ccccc1	-5	3	-2	0.2	-9	4
-42	-7	-3	4	CC(C)CC1C(C#N)=C(N)Oc2n[nH]c(-c3cccs3)c21 (configuration not stated)	-1	-7	-7	2.0	6	-34
-4	-1	-6	4	O=C(COC(=O)c1cn(-c2ccccc2)nc1-c1cccnc1)NC1CC1	11	5	3	-0.6	6	0
4	3	-2	0	CCOC(=O)c1cc2c(nc1NC(=S)Nc1ccccc1)CC(C)(C)OC2	-9	1	0	0.0	-7	4
-27	1	8	1	Cn1c(CO)c(-c2ccccc2)c2cc([N+](=O)[O-])ccc21	2	3	-2	0.8	9	-13
5	1	-7	-1	CN=C(Nc1ccc(C(=O)OC)cc1)SC1CC(=O)N(c2ccccc2F)C1=O (configuration not stated)	9	5	-1	-0.1	7	0
-1	-2	2	10	Cc1cc(=O)oc(C)c1C(=O)N[C@@H](Cc1ccccc1)C(=O)O	-13	0	-2	0.7	3	1
-1	5	-2	-5	O=C(O)C1(P(=O)(c2ccccc2)c2ccccc2)CCCC1	-3	-3	3	-0.5	-7	2
4	-6	0	3	CC(NS(=O)(=O)c1cc2c3c(c1)CCN3C(=O)CC2)c1ccccc1 (configuration not stated)	5	1	-2	0.6	8	4
-2	11	-7	-7	CCCN(CCC)CCCNC(=O)c1cn(CC)c2ccc(S(=O)(=O)N(C)C3CCCCC3)cc2c1=O	-2	-1	-7	0.2	3	1
3	-4	-5	-5	Cc1noc(C)c1COC(=O)Cn1c(C)nc2ccccc21	5	1	0	-0.5	3	2
-7	-1	-6	1	Cc1nnc(SC(C(=O)c2ccccc2)c2ccccc2)[nH]c1=O (configuration not stated)	-1	4	-1	0.4	2	-2
6	-8	5	-5	N=C1C(c2ccccc2)=C(O)CN1CCCO	8	2	3	0.0	-2	1
-2	-10	-2	1	Nc1[nH]c(C(=O)c2ccccc2)c(-c2ccc(Br)cc2)c1C(=O)c1ccccc1	1	-3	-1	-0.7	-1	-3
0	3	0	7	COc1ccc(S(=O)(=O)N2CCOCC2)cc1NC(=O)c1cccc(Cl)c1	3	4	0	-0.2	3	4
2	-6	-6	-10	CC1(C)Oc2ccc(C(=O)N3CCc4ccccc43)cc2N(CC(=O)N2CCCC2)C1=O	23	6	8	0.8	4	3
-4	6	-10	-7	COc1cccc(/C=C/C(=O)NCCc2ccc(OC)c(OC)c2)c1	9	5	9	0.4	-11	-3
-88	-7	-17	-4	CC(=O)Nc1cc(-c2ccc(F)cc2)cn2c(-c3ccc(F)cc3)cnc12	5	-2	-2	-15	-10	-60
-7	-3	-2	-2	CS(=O)(=O)Cc1cc(N2CCCC2)nc(-c2ccccc2)n1	5	-1	20*	0.1	-6	-5

# Results in PLC-beta3 inh, Tn6 DDE FP and MBD2 DNA inh, for three of the compounds above:
Molecule,PLC-beta3 inh,Tn6 DDE FP,MBD2 DNA inh
COc1cccc(/C=C/C(=O)NCCc2ccc(OC)c(OC)c2)c1,-4,-7,9
CC(=O)Nc1cc(-c2ccc(F)cc2)cn2c(-c3ccc(F)cc3)cnc12,-88,-4,-2
CS(=O)(=O)Cc1cc(N2CCCC2)nc(-c2ccccc2)n1,-7,-2,20*

# (listing goes on)
PLC-beta3 inh	DDE Tn7 FP inh	ADAM17 inh	Tn6 DDE FP	smiles	ASAP1 inh	UHRF1 MBD2 ctr	MBD2 DNA inh	KLK7 zymogen act	ARFGAP1 inhibitor	PLC-gamma1 inh
-4	0	-6	2	COc1ccc(CN2CCCC(C(=O)N3CCCCC3)C2)cc1OC (configuration not stated)	0	7	8	0.6	9	8
-5	5	-1	4	COc1cccc(N2CCN(c3ccc(N4C(=O)CCC4=O)cc3[N+](=O)[O-])CC2)c1	2	-4	-1	-0.1	1	1
-5	-2	-17	-3	Cc1c(CC(=O)O)c(=O)oc2c(C)c(OCc3c(F)cccc3Cl)ccc12	-11	3	-1	0.2	10	0
-4	0	1	1	CCOC(=O)N1CCN(C(=S)NC(=O)c2ccc(Br)cc2)CC1	-5	-3	3	0.3	-1	-1
2	-3	0	3	COC(=O)Cn1c(=O)sc2ccccc21	6	-2	-7	-0.6	-5	4
-2	5	-2	-5	CCn1c(SC(C)C(=O)NC2CCCC2)nc2cc(S(N)(=O)=O)ccc21 (configuration not stated)	-6	1	-4	0.3	-7	6
10	-8	8	-6	C=CCN1C(=O)NC2(O)C(=O)c3ccccc3C12O (configuration not stated)	4	2	3	-0.2	-3	8
-10	-1	2	1	Nc1ccc(S(=O)(=O)NC(Cc2ccccc2)C(=O)O)cc1 (configuration not stated)	-2	-1	2	-0.1	-17	-2
4	0	1	-10	CC(NC(=O)Cn1cc2c(n1)CCCCC2)c1ccccc1 (configuration not stated)	-3	-2	-4	-0.2	-12	1
-80	3	-3	-2	CCc1nc(Nc2ccccc2)c2nnn(Cc3ccccc3)c2n1	-3	-6	3	-2.4	1	-68
-12	-1	2	1	COc1cc(/C=N/NC(=O)c2cccc3ccccc23)cc(OC)c1O	11	-3	0	0.1	20	-2
3	-3	-2	0	CCc1nc(SCC(=O)NCCc2ccccc2)n[nH]1	2	-1	-2	0.1	-7	1
4	-3	0	-6	O=C1C2CCCN2C(c2cccs2)N1c1ccc(F)cc1 (configuration not stated)	-12	-5	2	0.2	-2	2
-6	-6	-5	5	CN(C)CCN(C(=O)c1ccc2c(c1)OCCO2)c1nc2cc3c(cc2s1)OCO3	15	1	-4	-0.5	-3	0
-7	4	-2	-4	CCCCC1CCC(C(=O)N(CCCC)c2c(N)n(CCCC)c(=O)[nH]c2=O)CC1 (configuration not stated)	7	0	3	0.2	-7	0
-3	4	0	0	O=C(/C=C/c1cccs1)NCc1ccccc1	-4	-1	-3	-0.3	2	4
0	0	-4	-2	Cc1ccc2c(c1)C(c1ccccc1)N(C(=O)c1cc3ccccc3oc1=O)CC(=O)N2 (configuration not stated)	14	0	3	0.0	-4	0
-2	-1	2	-3	CCN(CC(=O)Nc1cccc(OC)c1)CC(=O)Nc1ccc(C)cc1Cl	-3	-1	2	-0.9	3	1
-2	2	1	8	CCCc1nnc(SCC(=O)Nc2ccc(C(=O)OCC)cc2)o1	5	-1	2	-0.3	3	-2
-16	1	-6	0	Cc1c(N2C(=O)/C(=C\c3ccccc3O)SC2=S)c(=O)n(-c2ccccc2)n1C	-13	-4	-4	0.0	4	-5

# Six of the entries above in order of their number in PLC-gamma1 inh, low to high.
PLC-beta3 inh	DDE Tn7 FP inh	ADAM17 inh	Tn6 DDE FP	smiles	ASAP1 inh	UHRF1 MBD2 ctr	MBD2 DNA inh	KLK7 zymogen act	ARFGAP1 inhibitor	PLC-gamma1 inh
-80	3	-3	-2	CCc1nc(Nc2ccccc2)c2nnn(Cc3ccccc3)c2n1	-3	-6	3	-2.4	1	-68
-10	-1	2	1	Nc1ccc(S(=O)(=O)NC(Cc2ccccc2)C(=O)O)cc1 (configuration not stated)	-2	-1	2	-0.1	-17	-2
-4	0	1	1	CCOC(=O)N1CCN(C(=S)NC(=O)c2ccc(Br)cc2)CC1	-5	-3	3	0.3	-1	-1
0	0	-4	-2	Cc1ccc2c(c1)C(c1ccccc1)N(C(=O)c1cc3ccccc3oc1=O)CC(=O)N2 (configuration not stated)	14	0	3	0.0	-4	0
-2	5	-2	-5	CCn1c(SC(C)C(=O)NC2CCCC2)nc2cc(S(N)(=O)=O)ccc21 (configuration not stated)	-6	1	-4	0.3	-7	6
-4	0	-6	2	COc1ccc(CN2CCCC(C(=O)N3CCCCC3)C2)cc1OC (configuration not stated)	0	7	8	0.6	9	8

# Following part.
PLC-beta3 inh	DDE Tn7 FP inh	ADAM17 inh	Tn6 DDE FP	smiles	ASAP1 inh	UHRF1 MBD2 ctr	MBD2 DNA inh	KLK7 zymogen act	ARFGAP1 inhibitor	PLC-gamma1 inh
-2	-5	3	-5	O=C(Nc1nnc(SCc2ccc(F)cc2)s1)C1Cc2ccccc2CN1C(=O)c1ccco1 (configuration not stated)	-5	0	0	0.7	3	-5
0	4	3	1	O=C(CN(C(=O)c1ccccc1Cl)C1CCCCC1)Nc1ccc(Cl)c([N+](=O)[O-])c1	16	-2	4	0.3	2	1
4	-2	-1	4	NC(=NC1CCCCC1)c1ccc([N+](=O)[O-])cc1	-8	-1	-4	0.9	-13	4
1	-4	-1	1	CC1(C)C(=O)Nc2ccccc2N1C(=O)COc1ncnc2c(Cl)cc(Cl)cc12	6	0	5	0.0	-1	1
-2	2	-6	1	O=C(O)C1CCCN1S(=O)(=O)c1cccc2nsnc12 (configuration not stated)	-6	0	-2	-0.2	-2	-5
2	0	-4	3	COCCN1C(=O)c2ccc(C(=O)NCc3cccnc3)cc2C1=O	-17	-1	-1	-0.4	-5	3
-3	-1	-3	-6	Cc1cccc(OC(=O)c2cncc(Br)c2)c1	6	2	5	-0.1	-4	3
0	-1	-1	2	CCC(C)N(C(=O)CSc1nnc2ccccn12)C1CCS(=O)(=O)C1 (configuration not stated)	-17	9	-4	0.3	2	-2
6	-7	0	-1	O=C(NCc1ccccc1)[C@H]1CCCN1C(=O)[C@H]1CCCN1C(=O)c1ccc(F)cc1F	-4	2	1	-0.3	1	2
2	-3	6	6	CCC/C=C/c1ccc(CN2C(CC(C)C)C(=O)N(Cc3cn(CCC4OCCCO4)nn3)CCS2(=O)=O)cc1 (configuration not stated)	3	-3	-4	0.7	1	0
-4	4	2	7	COc1ccc(Br)c(C(=O)Nc2cccc(S(=O)(=O)N3CCOCC3)c2)c1	-22	-2	3	0.5	-13	2
-10	3	-4	8	COc1ccc(C(=O)Cc2cc(OC)c(OC)cc2C(=O)c2ccccc2F)cc1OC	-3	2	-3	-7.0	0	-4
-15	4	-3	6	CCOC(=O)N1CCN(C(=O)CSc2ccc(-c3ccc(OC)cc3)nn2)CC1	5	4	0	1.2	-4	-4
-2	-4	-3	2	Cc1nc(Nc2ccc(C(=O)O)cc2)sc1-c1ccccc1	-10	4	-3	0.5	7	-2

# Arranged by count of non-hydrogen atoms (low to high): some entries from above.
PLC-beta3 inh	DDE Tn7 FP inh	ADAM17 inh	Tn6 DDE FP	smiles	ASAP1 inh	UHRF1 MBD2 ctr	MBD2 DNA inh	KLK7 zymogen act	ARFGAP1 inhibitor	PLC-gamma1 inh
4	-2	-1	4	NC(=NC1CCCCC1)c1ccc([N+](=O)[O-])cc1	-8	-1	-4	0.9	-13	4
-2	2	-6	1	O=C(O)C1CCCN1S(=O)(=O)c1cccc2nsnc12 (configuration not stated)	-6	0	-2	-0.2	-2	-5
-15	4	-3	6	CCOC(=O)N1CCN(C(=O)CSc2ccc(-c3ccc(OC)cc3)nn2)CC1	5	4	0	1.2	-4	-4
